# Screens deposited in PubChem by National Center for Advancing Translational Sciences (NCATS).
# Lipid storage S3: qHTS Assay for Lipid Storage Modulators in Drosophila S3 Cells; Drosophila S3 cells, BODIPY lipid droplet fluorescence, 18-24 h; cells fed with added oleic acid; Potency in µM for hits, for the others lipid storage change, negative = inhibition, % at the top dose, mostly 46.1 µM; hit rate 0.64% among 320,000; active means well fitted inhibition curve with a large enough effect in the signal ratio, with a control signal flat, not every such curve was filed as active; inconclusive means small, poorly fitted or top-dose-only effect, or effect the other way, or a change in a side signal; the % refers to the signal ratio
#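 Laser-scanning cytometry quantifies lipid droplet accumulation (500–530 nm total intensity; droplet/cell object ratio) in oleic acid-fed (400 uM added) Drosophila S3 cells treated with a concentration series. 20 uM Triacsin C defined 100% inhibition.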
# Lipid storage S3 cell count max: also measured in Lipid storage S3; calls as there; cell number change, %; measured here: cell count max response;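 cells counted by Cell Tracker Red CMTPX staining in the red channel; peak over a dose series mostly up to 46.1 µM; percent activity relative to internal control wells on each plate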
# * marks the source's active call; other numbers are inactive results; i = inactive; ? = inconclusive; nt = not tested or not shown. On the % scale 0 is the no-effect control and ±100 the full control effect; potency means the concentration at half of the fitted maximal effect.
Molecule,Lipid storage S3 cell count max,Lipid storage S3
CCN(C(=O)CN1CC(C)OC(C)C1)c1c(N)n(Cc2ccccc2)c(=O)[nH]c1=O (stereo not given),14.9,2.7%
COc1ccc(CC(=O)Nc2ccc(-c3cn4ccccc4n3)cc2)cc1OC,nt,?
COc1ccc(-c2ccc(CCC(=O)O)n2Cc2ccco2)cc1,-15.1,-3.2%
Cc1nn2c(C)nc3sc4c(c3c2nc1=O)CC(C)(C)OC4,18.9,-1.5%
O=c1cnc(-c2ccc(Cl)cc2)cn1O,nt,?
CC(=O)c1c(C)[nH]c(C(=O)NC2CCSc3ccccc32)c1C (stereo not given),24.6,17.8%
COc1cccc(OC)c1C(=O)NC(=S)Nc1ccc2oc(-c3ccncc3)nc2c1,nt,?
O=C1/C(=C/c2cccs2)NC(=S)N1C1CC1,-5.2,-0.4%
COc1cc(NC(=S)NCCO)c(OC)cc1Cl,5.2,0.0%
CC(C(=O)Nc1ccc2c(c1)OCCO2)N(C)Cc1c(F)cccc1Cl (stereo not given),nt,4.3%
O=C1NC(=S)S/C1=C\c1ccc2ccccc2c1,nt,?
O=C(c1cc(-c2cccc(Cl)c2)on1)N1CCN(c2ccc(F)cc2)CC1,nt,?
CC(C)C[C@H](NC(=O)NCc1ccccc1Cl)C(=O)O,nt,?
CCC(=O)OC1(C(=O)CCl)[C@@H](C)C[C@H]2[C@@H]3CCC4=CC(=O)C=C[C@]4(C)[C@@]3(F)[C@@H](O)C[C@@]21C (stereo not given in full),nt,?
CC(C)c1cc(NCCCN2CCOCC2)n2c(nc3ccccc32)c1C#N,nt,?
CC(C)(C)CC(=O)NCCCCCCNC(=O)CC(C)(C)C,nt,?
CCOc1ccc(CCNC(=O)CN2CCN(Cc3ccccc3C)C2=O)cc1OCC,nt,?
CCCCN(C)S(=O)(=O)c1ccc(C(=O)Nc2nnc(-c3ccco3)o2)cc1,-0.5,3.7%
CCOc1ccc(OCc2ccc(C(=O)N3CCc4ccccc4C3)o2)cc1,16.2,-6.8%
Fc1ccc(CSc2ncnc3nc[nH]c23)cc1,nt,?
Cc1c(Cl)cccc1NC(=S)NCC(c1cccnc1)N(C)C (stereo not given),9.2,-3.9%
Cc1ccc(NC(=O)CSc2ccc(-c3ccco3)nn2)c(C)c1,-6.3,4.2%
O=C(NCc1c(Cl)cccc1Cl)c1ccc2nnsc2c1,12.5,0.2%
COc1ccc(N(CC(=O)N/N=C(\C)c2ccccc2)S(=O)(=O)c2ccccc2)cc1,nt,?
C/C(=C/c1oc2ccc(O)cc2c1[N+](=O)[O-])N(C)C,nt,?

Molecule,Lipid storage S3 cell count max,Lipid storage S3
Cc1c(C(=O)OCC(=O)NCc2ccco2)oc2ccccc12,-15.4,6.7%
Cc1cc(C)nc(NS(=O)(=O)c2ccc(NC(=O)c3cc4c(=O)n5cccc(C)c5nc4n3C)cc2)n1,nt,?
COc1ccccc1OCCCCN1CCCCC1,6.1,18.8%
CC(C)(C)NCCOc1ccc2ccccc2c1,-2.6,7.5%
Cn1c(=O)n(C)c2cc(/C=N/NC(=O)c3ccc(Cl)cc3Cl)ccc21,-10.8,i
C=CCn1c(-c2csc3c2CCC(C)C3)n[nH]c1=S (stereo not given),nt,?
CCOC(=O)Cc1csc(NC(=O)/C=C\c2ccccc2Cl)n1,6.7,22.1%
CCOc1cc(CNc2ccc(S(N)(=O)=O)cc2)cc(Cl)c1OC,nt,?
CC(C)(C)n1nnnc1C(c1cccs1)N1CCCc2ccccc21 (stereo not given),nt,?
CCN(C(=O)c1ccc2c(=O)n3c(nc2c1)CCCCC3)c1ccccc1C,nt,?
CCOC(=O)c1nn(-c2ccccc2)c(=O)cc1OCC(=O)Nc1cc(C)ccc1OC,nt,?
Cc1ccc(S(=O)(=O)CCC(=O)OCC(=O)c2c[nH]c3ccccc23)cc1,20.9,19.6%
CCCCNC(=O)C1CCN(Cc2ccc(OCc3ccccc3)c(OC)c2)CC1,-4.7,-1.8%
CCCCOc1ccc(CSC(=N)N)cc1[N+](=O)[O-],nt,i
O=C1c2ccccc2C(Nc2ccc3c(c2)OCCO3)N1c1ccccn1 (stereo not given),7.5,8.4%
CCCn1c(-c2nonc2N)nc2ccccc21,-23.1,-3.9%
CCN(CC)C(=S)SCC(=O)Nc1nc(-c2ccccc2)c(-c2ccccc2)o1,nt,?
Cc1c(C(=O)NCCC2=CCCCC2)cccc1[N+](=O)[O-],-1.5,13.9%
Cc1c(OCC(=O)NCCCN2CCCC2=O)ccc2c3c(c(=O)oc12)CCCC3,-7.4*,8.2µM*
Cc1ccc(NC2=C(Cl)C(=O)OC2OC(=O)c2ccc(C)cc2)cc1 (stereo not given),-17.1,-1.6%
CCOC(=O)C1=C(CC)OC(N)=C(C#N)C1c1ccsc1 (stereo not given),nt,?
O=C(Cn1ncc2c3ccccc3n(Cc3ccccc3)c2c1=O)NC1CCCC1,nt,i
COc1cc(/C=N/NC(=O)CSCc2ccc([N+](=O)[O-])cc2)cc(OC)c1OC,nt,i
O=C(Nc1cc(Cl)ccc1Oc1ccccc1)C1=COCCO1,-27.8,i
O=C(CN1CCN(Cc2ccccc2)CC1)Nc1ccc(F)c(F)c1,2.9,-22.0%

# An excerpt from above in order of formula weight, highest first.
Molecule,Lipid storage S3 cell count max,Lipid storage S3
CCN(CC)C(=S)SCC(=O)Nc1nc(-c2ccccc2)c(-c2ccccc2)o1,nt,?
O=C(CN1CCN(Cc2ccccc2)CC1)Nc1ccc(F)c(F)c1,2.9,-22.0%
Cc1c(C(=O)OCC(=O)NCc2ccco2)oc2ccccc12,-15.4,6.7%
CCCCOc1ccc(CSC(=N)N)cc1[N+](=O)[O-],nt,i
COc1ccccc1OCCCCN1CCCCC1,6.1,18.8%

# (next part)
Molecule,Lipid storage S3 cell count max,Lipid storage S3
COCCN(CCOC)Cc1c(O)ccc2c3c(c(=O)oc12)CCC3,nt,?
CCOC(=O)N1CCC(N2CCCC(C(=O)c3ccccc3OC)C2)CC1 (stereo not given),6.6,0.5%
COc1ccc(-c2nn(C)c(=O)c3ccccc23)cc1CNC(=O)NC1CCCCC1,1.1,6.8%
COC(=O)c1cccc(N2C(=O)C3CC=CCC3C2=O)c1 (stereo not given),8.3,7.3%
COc1ccc(C2=C(Nc3ccc(C)cc3)c3ccccc3C2=O)cc1,6.9,-3.5%
CCCCc1ccccc1NC(=S)NC1CCCC1,nt,?
COC(=O)C1=C(C(=O)OC)[C@@H]2N(C)c3ccccc3[C@@]23C[C@@H](C(=O)OC)N(C(=O)c2ccc(Br)cc2)C3=N1,-10.3,-3.7%
CCOC(=O)c1[nH]c(C)c(/C(O)=C2\C(=O)C(=O)N(CCCn3ccnc3)C2c2ccncc2)c1C (stereo not given),9.7,5.0%
Cc1cccc(NC(=O)N2CCC(NC(=O)c3ccco3)CC2)c1,nt,?
COC(=O)c1ccc(C(=O)OC)c(NC(=S)N2CC(C)CC(C)C2)c1 (stereo not given),nt,?
C#CCNc1cc(-c2ccccc2)nc2ncnn12,2.3,27.0%
O=C(NCCC(=O)N(Cc1ccco1)Cc1cccs1)c1ccccc1Cl,nt,?
Cc1ccc(OCCN2C(=O)NC3(CCc4ccccc4C3)C2=O)cc1 (stereo not given),9.8,22.2%
COC(=O)c1cnc(Oc2ccc(NC(=O)NC(=O)c3c(F)cccc3F)cc2)cc1C(F)(F)F,-8.3,0.2%
CC1CCC(NS(=O)(=O)c2ccc(Cl)s2)CC1 (stereo not given),nt,?
Cc1nc2ccccn2c1/C(O)=C1\C(=O)C(=O)N(CCCn2ccnc2)C1c1ccncc1 (stereo not given),nt,?
O=C(O)C1CC(=O)N(c2ccc(OCc3c(F)cccc3Cl)cc2)C1 (stereo not given),nt,?
O=C(NNC(=S)NCc1ccccc1)c1ccc(OC(F)F)cc1,nt,?
CCCCC(=O)Nc1cccc(-c2ccc3nncn3n2)c1,nt,?
O=c1cc(C(F)(F)F)[nH]c2c(OC(F)(F)F)cccc12,11.9,-5.6%
O=C1CCSc2ccc(Cl)cc2N1Cc1ccccc1,9.4,6.4%
CCn1c(SCC(=O)Nc2ccc(C(C)=O)cc2)nc2nc3c(cc2c1=O)CCCC3,nt,?
Cc1occc1C(=O)NCc1ccccc1F,-6.6,-20.4%
c1cncc(C2OCC3(CO2)COC(c2cccnc2)OC3)c1 (stereo not given),nt,?
Cc1ccc2nc(-c3ccc(NC(=O)c4cccnc4)cc3)oc2c1,-2.5,-1.3%

Molecule,Lipid storage S3 cell count max,Lipid storage S3
O=C(NCC1CCCO1)c1ccc(COc2ccc(Br)cc2)cc1 (stereo not given),nt,?
O=C(CC1CCCCC1)NCc1ccccn1,4.8,-2.9%
CCOC(=O)C(C)Sc1nc(=O)n2cc(C)ccc2n1 (stereo not given),nt,?
O=C(Nc1ccc(Cl)cn1)c1cccc(S(=O)(=O)N2CCCC2)c1,10.5,i
N#Cc1cccc(CSc2ncnc(N)n2)c1,13.1,7.4%
CCOC(=O)c1[nH]c(C)c(C(=O)NC(C)(C)C)c1C,-6.5,-5.9%
CCOc1ccc2[nH]c(=O)c(CN(CCO)C(c3nnnn3C3CCCCC3)C(C)C)cc2c1 (stereo not given),-12.1,8.4%
CC(C)NC(=O)c1cc(-c2cccs2)on1,nt,?
CC(C)(C)C(=O)N1CCc2cc(-c3csc(N)n3)ccc21,-13.6,16.7%
CCOC(=O)N1CCc2c(sc(NC(=O)c3ccc(S(=O)(=O)N4CCCC4)cc3)c2C#N)C1,-1.8,1.6%
Cc1nc2c(C)cccn2c1/C(O)=C1\C(=O)C(=O)N(CCN2CCOCC2)C1c1ccncc1 (stereo not given),0.1,-4.7%
CC1=C(C(=O)Nc2ccccc2)C(c2ccco2)C(C#N)=C(SCC(N)=O)N1 (stereo not given),nt,?
COc1ccc(CCNC(=O)CSc2ccsc2[N+](=O)[O-])c(OC)c1,12.4,9.2%
CC(C)CCn1c(=O)c2ccccc2n2c(=S)[nH]nc12,1.2,-23.1%
Cc1ccc2nc3c(cc(C(=O)NCc4ccco4)c(=N)n3Cc3ccco3)c(=O)n2c1,-5.3,-7.5%
CC(Sc1nc2ncc(Cl)cc2[nH]1)C(=O)c1c(N)n(C)c(=O)n(C)c1=O (stereo not given),nt,?
Cc1[nH]c(=O)[nH]c(=O)c1/C=N\NC(=O)CCc1ccc(OC(C)C)cc1,nt,?
Cn1c(CC(=O)Nc2ccc(Cl)c(Cl)c2)nnc1SCC(=O)N1CCN(c2ccccc2)CC1,nt,?
COc1ccc(NS(=O)(=O)c2ccc(Oc3ncccn3)cc2)cc1,nt,?
Cc1cc(C(=O)N/N=C2\CCCc3ccccc32)c(C)o1,nt,?
COCc1cc(C)nc(SCc2ccc([N+](=O)[O-])cc2)c1C#N,nt,?
Cc1nn(-c2ccc(F)cc2)c(-n2cccc2)c1C(=O)N1CCN(C(=O)c2ccco2)CC1,nt,?
N#CC(C#N)=Cc1ccc(OC(=O)c2ccccn2)cc1,0.1,1.2%
Cc1ccc(CNCc2ccc3c(c2)OCO3)cc1,nt,?
COc1ccc(CN2CCN(C(=O)Cn3nc(C(=O)O)c4ccccc4c3=O)CC2)cc1F,-5.4,i

Molecule,Lipid storage S3 cell count max,Lipid storage S3
COc1cccc(CN(C)C(=O)c2ccccc2Sc2ccccc2C#N)c1,nt,?
COc1cc(C)c(NC(=O)COc2ccc3c(c2)OCO3)cc1C,nt,?
CCOc1ccccc1NC1=C(Cl)C(=O)N(c2ccc(OC)cc2)C1=O,nt,?
Cc1cc(C(=O)Nc2c(C)n(C)n(-c3ccccc3)c2=O)on1,nt,?
CSc1ccc(NC(=O)Nc2cccn(Cc3ccccc3)c2=O)cc1,-1.2,2.4%
CN1CCN(C(=O)c2ccc(S(=O)(=O)c3ccc(Br)cc3)cc2)CC1,nt,?
N#Cc1ccccc1CSc1nc2ccc(NC(=O)c3ccccc3C(=O)O)cc2s1,nt,?
Cc1ccccc1NC(=O)NC1(C(=O)NCc2ccco2)CCCCC1,nt,?
COCc1cc(C)nc(OCC(=O)N/N=C/c2ccc(OC)c(O)c2)c1C#N,17.3,-14.0%
Cc1cc(NC(=O)CSc2ccc(-c3ccc(F)cc3)nn2)no1,0.6,2.6%
Cc1cccc(C)c1OCC(O)CNS(=O)(=O)c1ccccc1C(=O)N1CCOCC1 (stereo not given),-6.3,-9.8%
CCc1nc(CN(C)C(=O)C2CCC(=O)N(CCc3cccc(F)c3)C2)no1 (stereo not given),16.7,-8.9%
O=C(Nc1nc(COc2ccccc2)cs1)C1CCC1,-7.1,-14.2%
COc1ccc(CN2CCNC(=O)C2CC(=O)NC2CCCCC2)c(OC)c1 (stereo not given),-2.1,-7.7%
Cc1cc(NC(=O)c2cc([N+](=O)[O-])ccc2Cl)no1,7.8,-8.6%
CCc1c(C(=O)NC2CCCC2)csc1C,nt,?
COc1cccc(C(=O)NCCSc2c(C)[nH]c3ccccc23)c1OC,nt,?
Cc1cc(C)n(-c2nnc(N3CCN(c4ccc(F)cc4)CC3)nn2)n1,nt,?

# An excerpt. The share of hits here may be higher or lower than overall.
